From PubChem BioAssay
MLLE-PAM2 inh: inhibitors of microRNA-mediated deadenylation, human PABP1 MLLE binding; inhibition, % at 20 µM; hit rate 0.36% among 360,000; AID 588489; GST-MLLE / FITC-PAM2 fluorescence polarization; in the data active = inhibition above about 35%, passing the limit was not always enough;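 note: plate controls were DMSO wells with GST-MLLE for no effect and wells lacking GST-MLLE protein for full effect; some results filed as inactive read as strong as hits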
Rin1 Abl inh: inhibitors of human Rin1-Abl protein interaction; P00519+Q13671; TR-FRET Rin1/Abl binding, biochemical; inhibition, % at 7.35 µM; hit rate 0.4% among 360,000; in the data active = inhibition above about 5%, passing the limit was not always enough
FAS-TE inh: FAS thioesterase (human) inhibition; hit rate 0.67% among 360,000; inhibition, % at 15 µM; P49327; recombinant FAS-TE, OMFH fluorogenic substrate, fluorescence endpoint; AID 602261;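 active = compounds whose normalised, plate-corrected inhibition of enzyme fluorescence in the single-dose primary screen is 50% or more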;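 note: 0% = DMSO with enzyme and 100% = substrate without enzyme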
eLon inh: inhibitors of E. coli Lon protease. inhibition, % at 7.94 µM. hit rate 0.42% among 360,000. AID 602123. P0A9M0. purified E. coli Lon protease, fluorescence polarization; in the data active = inhibition above about 13%, passing the limit was not always enough;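 note: 0% = enzyme with probe and DMSO and 100% = no enzyme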
CSN deneddyl inh: blocks human CSN-mediated cullin deneddylation; inhibition, % at 12.5 µM; Purified CSN, SCF-Nedd8-OG deneddylation, fluorescence polarization; AID 651999; hit rate 0.38% among 360,000; Q92905;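 active = pattern-corrected inhibition above about 35%, with an unprinted fluorescence ratio check between 0.5 and 1.5, limit read from the data, passing the limit was not always enough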;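 note: 0% = enzyme with substrate and 100% = substrate without enzyme; some results filed as inactive read as strong as hits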
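Material: human Csn5 produced in HEK293T cells; Input: enzyme 0.24 nM; Reagent: SCFSkp2-Nedd8OG substrate at 10 nM final; Dosing: 12.5 µM compound; Incubation: 90 min reaction at room temperature; Detection: fluorescence polarization of the substrate; Evaluation: % inhibition of substrate cleavage by Csn5; Control set: substrate-only high control, full reaction low control.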
Rpn11 block: Rpn11 (human) deubiquitinase inhibition; human 26S proteasome, Ub4-pepOG fluorescence polarization; 20S core pre-blocked with epoxomicin; hit rate 0.59% among 360,000; calls only at 20 µM; AID 588493; O00487;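 active = inhibition at 20 µM, scaled to each plate's controls, above about 33%, limit read from the data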
MT1-MMP act inh: MT1-MMP (human) activation inhibition. HT1080 RFP-PRO-GFP cells, GFP/RFP ratio fluorescence, overnight; percent of plate control window, DMSO zero. hit rate 0.061% among 360,000. P50281. GFP/RFP ratio change, % at 20 µM;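 active = GFP/RFP ratio change of at least 30% with cell ATP level not reduced by more than half and red fluorescence within 50% of control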; note: strong numbers were not always called active
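Test system: HT1080 RFP-PRO-GFP cells; Benchmarks: DMSO and RFP-L50D-GFP cell wells; Timing: cells overnight before dosing, compound overnight, 37 °C, 5% CO2; Compound: one 20 µM compound dose with 1% DMSO; Read-out: GFP/RFP fluorescence ratio.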
MsrA inh: inhibitors of bovine MsrA | purified bovine MsrA, absorbance read-out | inhibition, % at 15.5 µM | hit rate 0.75% among 360,000 | AID 651718; in the data active = inhibition above about 4.5%;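 note: 0% = vehicle wells with enzyme and 100% = reference inhibitor wells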
MsrA act: bovine methionine sulfoxide reductase A activation; AID 602163; purified bovine MsrA, absorbance read-out; hit rate 0.3% among 360,000; activation, % at 10.6 µM; in the data active = activation above about 7.5%;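 note: 0% = vehicle and 100% = reference activator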
* hit, by the source's call; i = inactive; · = no result given; + = active, no number.

entry	SMILES	MLLE-PAM2 inh	CSN deneddyl inh	FAS-TE inh	Rin1 Abl inh	MT1-MMP act inh
1	CCOC(=O)C(=CN=C(N)Nc1nc2ccccc2o1)C(=O)OCC	9	1	0	-1	2
2	CSc1nc2sc3c(c2c2nnnn12)CCCC3	-32	-2	5	-18	-4
3	CCOC(=O)C1=C(CC)OC(N)=C(C#N)C1c1cc(OC)ccc1OC (centres undefined)	3	-4	-7	-4	-11
4	CN1CCN(NC(=O)Nc2cc(Cl)cc(Cl)c2)CC1	-11	3	-6	2	2
5	O=C(Cn1cc(Cl)ccc1=O)c1ccc(Cl)cc1	-11	-3	-8	2	-2
6	Cc1ccc([N+](=O)[O-])cc1NC(=O)Nc1onc(C)c1C	1	3	27	-1	-4
7	CCOC(=O)CC(NS(=O)(=O)Cc1ccccc1)c1ccc(C)cc1 (centres undefined)	10	-2	5	1	0
8	CC(C)(CN1CCCN(CC(C)(C)C(=O)O)C1=O)C(=O)O	3	3	-6	1	5

entry	MsrA inh	Rpn11 block	MsrA act	eLon inh
1	1.9	i	-2	4
2	12*	i	-6	-6
3	0.3	i	4	5
4	0.0	i	-2	5
5	0.4	i	-11	1
6	0.3	i	0	-1
7	-0.9	i	-3	-12
8	-0.2	i	-2	-12

Next part:
entry	SMILES	MLLE-PAM2 inh	CSN deneddyl inh	FAS-TE inh	Rin1 Abl inh	MT1-MMP act inh
9	COc1ccc(-c2cc(C(F)F)n3ncc(C(=O)n4ccnc4C)c3n2)cc1	-1	-13	8	-2	3
10	CCC(C)NC(=O)CN(c1ccc(Cl)c(Cl)c1)S(C)(=O)=O (centres undefined)	-4	2	-2	2	-1
11	CC1CCN(c2oc(-c3ccccc3F)nc2C#N)CC1	-6	0	20	-2	0
12	Cc1ccc(S(=O)(=O)c2nc(-c3ccccc3Cl)oc2N2CCN(C)CC2)cc1	2	-1	17	5	-3
13	CC(=O)Nc1ccc(NC(=O)CSc2nc3ccccc3o2)cc1	3	-1	-10	-3	2
14	CC(=O)c1ccc(S(=O)(=O)N2CCN(C(=O)c3ccc(-n4cncn4)c([N+](=O)[O-])c3)CC2)cc1	-2	0	-2	0	4
15	Cc1cc(C)n(NC(=S)NC2CCCCC2)c(=O)c1C#N	45*	-1	-3	5	-3
16	COC(=O)c1cnn2c(C(F)(F)F)cc(-c3ccccc3)nc12	5	10	6	-3	-9

entry	MsrA inh	Rpn11 block	MsrA act	eLon inh
9	4.7*	i	-10	-5
10	-0.8	i	-3	-4
11	0.7	i	0	2
12	0.2	i	-6	7
13	0.6	i	-2	12
14	-0.4	i	-2	-4
15	2.5	i	-2	-13
16	1.4	i	-1	8

New compounds follow:
entry	SMILES	MLLE-PAM2 inh	CSN deneddyl inh	FAS-TE inh	Rin1 Abl inh	MT1-MMP act inh
17	CCCc1cc(NCC2CCCO2)n2c(nc3ccccc32)c1C#N (centres undefined)	6	-3	-3	0	4
18	O=c1c2ccccc2ncn1Cc1cccc2ccccc12	1	4	5	0	3
19	Cn1nccc1NC(=O)CC1(CC(=O)O)CCCCC1	7	-2	-6	-4	-2
20	Cc1ccc2nc(N3C(=O)C(O)=C(C(=O)c4ccco4)C3c3cccs3)sc2c1 (centres undefined)	10	11	2	3	2
21	c1ccc(N2CC3CCc4ccccc4C3=N2)cc1 (centres undefined)	0	-4	35	1	-1
22	COc1ccc(CCn2c(-c3ccco3)nc3ccccc3c2=O)cc1OC	-9	0	2	-2	4
23	O=C1CC2(CCN(C(=O)c3ccccc3Br)CC2)Oc2ccccc21	-10	-5	0	4	-3
24	CCOC(=O)CSc1nnc(-c2ccc(OC)cc2OC)o1	-8	7	-6	3	-1

entry	MsrA inh	Rpn11 block	MsrA act	eLon inh
17	0.3	i	-2	-8
18	2.2	i	-3	-4
19	0.0	i	-5	1
20	1.5	i	-11	-4
21	-0.1	i	-3	-7
22	-0.7	i	4	-3
23	0.3	i	-2	-2
24	-0.5	i	-5	0

Further compounds.
entry	SMILES	MLLE-PAM2 inh	CSN deneddyl inh	FAS-TE inh	Rin1 Abl inh	MT1-MMP act inh
25	Cc1cnc(C(=O)OCC(=O)c2cc(C)n(C)c2C)cn1	1	-1	-5	2	-5
26	COC(CNC(=O)C(=O)NCC1OCCN1C(=O)c1ccc(Cl)cc1)OC (centres undefined)	11	2	-5	-1	-1
27	CCC1CCCCN1C(=O)CSc1nc2ccsc2c(=O)n1Cc1ccccc1 (centres undefined)	10	1	25	-1	-2
28	CN(C)CCCNc1ccc(-c2n[nH]c(=O)c3ccccc23)cc1[N+](=O)[O-]	-12	4	-7	-14	1
29	O=[N+]([O-])c1nn(-c2ccc3c(c2)OCCO3)n(O)c1=NCCCO	5	3	2	-4	-4
30	COC(=O)Cc1ccc(NC(=S)N2CCC(Cc3ccccc3)CC2)cc1	-119	0	13	1	-2
31	CCOC(=O)Cc1csc(NC(=O)CSC2=NCCS2)n1	17	6	-5	0	-1
32	Cc1ccc(C(=O)NCC(=O)OCC(=O)NC2CCCC(C)C2C)s1 (centres undefined)	-6	1	1	0	4

entry	MsrA inh	Rpn11 block	MsrA act	eLon inh
25	-2.2	i	-3	-1
26	1.3	i	-2	-13
27	-0.1	i	3	-11
28	-0.2	+	-1	4
29	2.7	i	1	0
30	0.2	i	-2	0
31	0.4	i	-3	5
32	0.5	i	-4	-6

(further entries)
entry	SMILES	MLLE-PAM2 inh	CSN deneddyl inh	FAS-TE inh	Rin1 Abl inh	MT1-MMP act inh
33	NS(=O)(=O)c1cccc(NC(=O)CSc2ncnc3ccccc23)c1	17	2	-4	2	-8
34	Cc1ccccc1OCC(=O)N(Cc1cccs1)C1CCS(=O)(=O)C1 (centres undefined)	3	4	-5	1	-2
35	Cc1cc(Cl)c(S(=O)(=O)N2CCN(c3ccccn3)CC2)cc1OCC(N)=O	-13	5	0	1	2
36	COc1ccc(C)cc1NC(=S)Nc1ccccc1SC	16	11	-5	-2	-5
37	CCCCC1(CC(=O)OC)C(=O)N(c2ccccc2)N(c2ccccc2)C1=O	16	1	1	-6	-2
38	CCc1ccc(C2=CC(c3cc(Br)ccc3F)n3ncnc3N2)cc1 (centres undefined)	28	3	7	-1	-28
39	CN(C)S(=O)(=O)c1cccc(C(=O)OCC(=O)Nc2sccc2C#N)c1	-13	2	-14	0	-4
40	COc1ccc(N(CC(=O)Nc2cccnc2)S(C)(=O)=O)cc1	0	1	-4	2	-1

entry	MsrA inh	Rpn11 block	MsrA act	eLon inh
33	1.1	i	-5	-1
34	-0.2	i	-2	-2
35	-0.3	i	-5	-5
36	1.5	i	-3	-1
37	-0.1	i	-3	0
38	0.7	i	-14	-8
39	·	i	-9	0
40	-0.7	i	-4	7

Some of these compounds in order of molar mass, highest first:
entry	SMILES	MLLE-PAM2 inh	CSN deneddyl inh	FAS-TE inh	Rin1 Abl inh	MT1-MMP act inh
35	Cc1cc(Cl)c(S(=O)(=O)N2CCN(c3ccccn3)CC2)cc1OCC(N)=O	-13	5	0	1	2
38	CCc1ccc(C2=CC(c3cc(Br)ccc3F)n3ncnc3N2)cc1 (centres undefined)	28	3	7	-1	-28
37	CCCCC1(CC(=O)OC)C(=O)N(c2ccccc2)N(c2ccccc2)C1=O	16	1	1	-6	-2
33	NS(=O)(=O)c1cccc(NC(=O)CSc2ncnc3ccccc23)c1	17	2	-4	2	-8
32	Cc1ccc(C(=O)NCC(=O)OCC(=O)NC2CCCC(C)C2C)s1 (centres undefined)	-6	1	1	0	4
36	COc1ccc(C)cc1NC(=S)Nc1ccccc1SC	16	11	-5	-2	-5

entry	MsrA inh	Rpn11 block	MsrA act	eLon inh
35	-0.3	i	-5	-5
38	0.7	i	-14	-8
37	-0.1	i	-3	0
33	1.1	i	-5	-1
32	0.5	i	-4	-6
36	1.5	i	-3	-1

(next part)
entry	SMILES	MLLE-PAM2 inh	CSN deneddyl inh	FAS-TE inh	Rin1 Abl inh	MT1-MMP act inh
41	Cc1cccc(N2CCC(NCc3c(C(=O)N4CCCCC4)nc4c(C)cccn34)CC2)c1	4	1	-2	2	-14
42	CCC(=O)NC(=S)NNC(=O)c1ccc(O)cc1	-5	-2	-3	1	0
43	COc1ccc(NC(=O)COC(=O)COc2cccc3c2OC(C)(C)C3)cc1	-1	3	-6	2	7
44	Cc1ccc2c(c1)COc1c3ccc(C(=O)NCCO)cc3nn1-2	-17	-1	-11	-3	3
45	O=C(c1cc(-c2cccs2)nc2ccccc12)N1CCN(S(=O)(=O)c2cccc(F)c2)CC1	-9	0	27	-2	-3
46	CC(C)N1CC(C(=O)Nc2cc(Cl)cc(Cl)c2)CC1=O (centres undefined)	-1	-1	-2	-4	0
47	O=[N+]([O-])c1cccc(/C=N/NC2=NCCCCC2)c1	8	2	3	-3	3
48	O=C(N/N=C/C=C/c1ccco1)c1ccccc1Cl	0	16	-8	-2	-8

entry	MsrA inh	Rpn11 block	MsrA act	eLon inh
41	2.6	i	-1	29*
42	1.7	i	2	-2
43	-2.0	i	-4	-6
44	1.7	i	-4	-7
45	0.9	i	-7	-16
46	1.5	i	-1	3
47	1.6	i	-3	2
48	3.9	i	-14	-4

Following part:
entry	SMILES	MLLE-PAM2 inh	CSN deneddyl inh	FAS-TE inh	Rin1 Abl inh	MT1-MMP act inh
49	Nc1ccc(Cc2ccc([N+](=O)[O-])cc2)cc1	-6	3	-6	1	1
50	CC(OC(=O)Cn1cnc2ccccc2c1=O)C(=O)N(C)c1ccccc1 (centres undefined)	-16	3	-2	3	-4
51	CCCCC1CCC(c2nc(-c3cccnc3)no2)CC1 (centres undefined)	2	2	13	0	1
52	CCCn1c(O)c(N=NC(=O)c2ccco2)c2ccccc21	10	-1	-5	-4	8
53	Cc1ccc(O)c(NC(=O)c2cccc(S(=O)(=O)N3CCCCC3)c2)c1	-16	6	-14	0	-5
54	Cc1cccc(CCNC(=O)C2CCN(S(=O)(=O)c3cccc4nsnc34)CC2)c1	4	6	2	2	8
55	COc1ccc(/C=N/N2CCN(C)CC2)cc1O	5	0	0	-1	1
56	O=C(NCc1ccccc1)c1ccc2c(=O)n(CC3CCCO3)c(=S)[nH]c2c1 (centres undefined)	-21	0	1	4	4

entry	MsrA inh	Rpn11 block	MsrA act	eLon inh
49	0.1	i	-3	-5
50	-0.1	i	-2	-10
51	0.1	i	-2	-1
52	4.7*	i	-1	1
53	1.1	i	-5	-5
54	1.7	i	-1	-2
55	1.5	i	6	-4
56	0.9	i	13*	-10
